Compound activity from PubChem BioAssay.
ZTA counter – blocks Epstein-Barr virus ZTA, an EBNA-1 counter-screen. hit rate 0.15% among 320,000. inhibition, % at 11 µM. ZTA-DNA binding, fluorescence polarization. P03206; in the data active means inhibition above about 33%
LAP4 TOR yeast – alters LAP4-GFP fluorescence in TOR pathway yeast screen | S. cerevisiae LAP4-GFP multiplex, flow cytometry GFP, 3 h; median GFP as percent of DMSO wells | GFP response vs DMSO, % at 10 µM | hit rate 0.34% among 320,000;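 active means GFP response vs DMSO above a set limit, about the screen mean plus 3 SD, cut at about 150% in these data; inconclusive means under 70 cell events counted for the yeast strain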
AHR act – activators of human aryl hydrocarbon receptor. P35869. AHR-responsive luciferase reporter cells, luminescence. activation, % at 5 µM. hit rate 2.5% among 320,000; in the data active means activation above about 47%;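 further: 0% = vehicle wells and 100% = reference agonist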
EBNA-1 inhibitor – blocks EBNA-1 binding to DNA; EBNA-1 DNA binding, fluorescence polarization; inhibition, % at 14.8 µM; hit rate 0.34% among 300,000; AID 1950; in the data active means inhibition above about 28%
procasp3 activ – activators of human procaspase-3; P42574; recombinant procaspase-3 D3A, Ac-DEVD-pNA absorbance 405 nm; activation, % at 8.5 µM; hit rate 0.11% among 330,000;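 active means activation above the mean of all tested compounds plus 3 SD, cut at about 21% in these data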;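 further: 0% = DMSO alone and 100% = DMSO wells spiked with extra 5 µM PC-3 D3A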
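Technique: 405 nm absorbance of p-nitroaniline, reads at 0 and 120 min; Test system: Procaspase-3 D3A mutant; Incubation: 1 h enzyme-compound preincubation, then 2 h substrate reaction, 25 °C; Repeats: singlicate, each compound tested once; Benchmarks: low control DMSO wells, high control DMSO plus 5 µM PC-3 D3A.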
procasp7 counter – counter-screen for procaspase-3 activators: activators of human procaspase-7; hit rate 0.093% among 330,000; recombinant procaspase-7, Ac-DEVD-pNA absorbance 405 nm; D23A/D198A/D206A triple mutant, cannot self-cleave; scale: DMSO 0, 5 µM enzyme 100; activation, % at 8.5 µM; AID 463210; P55210;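 active means percent activation above the screen-wide mean plus 3 SD, cut at about 25% in these data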
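Assay system: Uncleavable procaspase-7 mutant enzyme; Input: 2 µM procaspase-7 mutant as dispensed; Also added: DEVD-pNA substrate; Medium: Zinc-free HEPES pH 7.4 with 300 mM NaCl, 0.01% Triton X-100; Timing: 1 h compound preincubation, 2 h substrate cleavage, 25 °C; Measured by: Epi-absorbance of released pNA at 405 nm, two timepoints.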
MEP2-GFP yeast – yeast TOR pathway MEP2-GFP modulation. S. cerevisiae MEP2-GFP strain, flow cytometry GFP, 3 h; 100% = DMSO control level. AID 2016. GFP response vs DMSO, % at 10 µM. hit rate 0.51% among 330,000;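 active means GFP response versus DMSO above a set limit, roughly screen mean plus 3 SD, cut at about 180% in these data; inconclusive means fewer than 70 cells counted for a yeast strain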;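 further: median GFP fluorescence of the barcode-gated MEP2-GFP cells per well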
RPL19A-GFP yeast – yeast TOR pathway RPL19A-GFP modulation; S. cerevisiae RPL19A-GFP strain, flow cytometry, 3 h; stronger effect = lower value; hit rate 0.3% among 330,000; AID 2025; percent response vs DMSO, % at 10 µM;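 active means percent response vs DMSO below 50%; inconclusive means fewer than 70 events counted for the yeast strain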;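 further: median channel GFP fluorescence of the barcoded RPL19A-GFP strain; ratio of sample median GFP to plate DMSO average so 100% = DMSO; lower means less RPL19A-GFP as with rapamycin TOR inhibition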
Numbers without * were called inactive; ? = inconclusive; nt = not tested or not shown; [ ] = another dose, or the depositor's remark.

SMILES | ZTA counter | LAP4 TOR yeast | AHR act | EBNA-1 inhibitor | procasp3 activ | procasp7 counter | MEP2-GFP yeast | RPL19A-GFP yeast
COc1cc(NC(=O)CSCC(=O)N(C)C2CCCCC2)cc(OC)c1 | -4 | 100 | 5 | nt | -2 | 1 | 104 | 101
Cc1[nH]c2ccc(C(=O)N3CCCC3)cc2c1C | -5 | 90 | 4 | 3 | 2 | -1 | 112 | 100
CC(C)Oc1ccc(CCc2n[nH]c(=S)n2Cc2ccccc2)cc1 | -5 | 102 | 5 | 5 | -14 | -12 | 103 | 99
CC(Oc1ccc(Cl)cc1)C(=O)OCC(=O)Nc1ncc(Cl)cc1Cl (stereo not given) | -5 | ? | 0 | 3 | -5 | -2 | ? | ?
CN(CC(=O)Nc1cccc2ccccc12)C(=O)c1cccc(S(=O)(=O)N(C)C)c1 | 5 | 103 | 2 | 2 | 1 | 7 | 102 | 99
Cc1cc(C)nc(SCC2COc3ccccc3O2)n1 (stereo not given) | 0 | 111 | -1 | 6 | 1 | -8 | 106 | 103
Cc1cc(C)cc(-n2c(=O)c3ccccc3n(CC(=O)NCC3CCCO3)c2=O)c1 (stereo not given) | -5 | 94 | -1 | 3 | -4 | -4 | 108 | 103
N#Cc1ccccc1COC(=O)c1cccc(S(=O)(=O)N2CCCC2)c1 | nt | 105 | 0 | nt | 8 | 3 | 108 | 100
C=C(C)C(=O)Nc1cccc(C2=NOC3(C2)C[C@@H](C(N)=O)N(C(=O)c2ccc(OC)cc2)C3)c1 (stereo not given in full) | 26 | 100 | 0 | 5 | 2 | -8 | 95 | 99
COC(=O)c1cc(C(=O)OCC(=O)Nc2ccccc2OC(F)F)cc([N+](=O)[O-])c1 | -16 | 119 | 1 | -5 | 2 | -4 | 115 | 108
CN(C)CCCOc1ccc2c(c1)Sc1ccccc1CC2=O | -18 | 93 | 5 | -15 | -1 | -8 | 105 | 101
COc1ccc(CN2C(=O)CN=C2Nc2cc(C)ccc2C)cc1 | -11 | 96 | 7 | -8 | 8 | -8 | 100 | 97
CCN1CCCC1CNC(=O)c1cc2c(-c3cccc(OC)c3)nn(C)c2s1 (stereo not given) | 0 | 102 | 26 | 4 | 4 | -2 | 100 | 104
Cc1ccc(C(=O)Nc2cccc(C(F)(F)F)c2)cc1Nc1cnccn1 | 0 | 119 | 23 | 3 | -7 | 10 | 94 | 101
CCOc1ccc(S(=O)(=O)N/N=C(\C)c2ccc(Cl)c(Cl)c2Cl)cc1 | -9 | 85 | 0 | 8 | -2 | -4 | 99 | 99
CC(=O)c1c(O)c2ccccc2n(Cc2ccccc2)c1=O | 9 | 94 | 18 | 6 | 4 | 7 | 99 | 105
CCOC(=O)c1c(NC(=O)c2cc(-c3ccc(Cl)s3)nc3ccccc23)sc(C(N)=O)c1C | 12 | 99 | 2 | -2 | 6 | 0 | 99 | 97
CCn1c(C)[n+](CCCS(=O)(=O)[O-])c2cc(Cl)c(Cl)cc21 | -10 | 95 | -7 | -3 | -3 | 1 | 101 | 96
Cc1cc(NC(=O)CSc2nnc(Cc3cccn3C)n2CCc2ccccc2)no1 | -12 | ? | 0 | -11 | 0 | 0 | ? | ?
Cc1sc2nc(COC(=O)c3c(F)cccc3F)[nH]c(=O)c2c1C | 9 | 104 | 11 | -2 | -1 | 7 | 115 | 103
COc1cccc(N2CC(NC(=O)C(=O)c3c(C)[nH]c4ccccc34)CC2=O)c1 (stereo not given) | 3 | 94 | 5 | -11 | -3 | 0 | 88 | 89
CC(=O)N1CCN(S(=O)(=O)c2cccc(C(=O)Nc3nccs3)c2)CC1 | -1 | 96 | 5 | 9 | 10 | 3 | 97 | 93
CCc1cc2c(=O)n(Cc3ccco3)c(SCC(=O)N3CCCc4ccccc43)nc2s1 | 3 | 113 | 0 | 7 | 2 | 0 | 101 | 100
CCn1c(SCc2nc3ccccc3[nH]2)nnc1-c1cnccn1 | 2 | 109 | 9 | 11 | -2 | 0 | 103 | 100
Cn1c(CCCCCN)nc2ccccc21 | 10 | 89 | 2 | -7 | 8 | 0 | 95 | 94
CC1(C)C(C=C(Cl)Cl)C1C(=O)N(Cc1ccccc1Cl)C1CCS(=O)(=O)C1 (stereo not given) | 11 | 99 | 2 | 3 | -9 | 8 | 106 | 108
O=C(CSc1ncccn1)Nc1cccc2ccccc12 | -16 | 95 | 3 | -13 | 3 | 3 | 100 | 103
COc1cccc(-c2c(-c3cc(OC)cc(OC)c3)n(C)c3ccc(-c4ccc5[nH]ccc5c4)cc23)c1 | 14 | 91 | 2 | nt | 2 | 13 | 86 | 97
Cc1ccc(NS(=O)(=O)c2c(C)[nH]c(C)c2C(=O)N2CCCC2)cc1Cl | 3 | 92 | 0 | -10 | 1 | 6 | 99 | 99
CC(=O)Nc1ccc(NC(=O)CC2CCCC2)cc1 | 11 | 78[may fluoresce violet] | 8 | 11 | 12 | 1 | 779*[may fluoresce violet] | 42*[may fluoresce violet]
COc1ccccc1NC(=O)N1CCN(c2ccnc3cc(Cl)ccc23)CC1 | 13 | 100 | -1 | 1 | -5 | 5 | 94 | 98
COc1ccc(S(=O)(=O)N2CCN(Cc3ccc4c(c3)OCO4)CC2)cc1 | 4 | 96 | 0 | 6 | -1 | 1 | 96 | 99
CCC(=O)Nc1ccc2c(c1)ncn2C | -11 | 98 | 0 | 3 | -1 | 0 | 95 | 93
C=CCNC(=O)N[C@@H](CCSC)C(=O)OC | -3 | 102 | 2 | 15 | 2 | 6 | 108 | 99
O=C(Cn1cc2c(n1)CCCCC2)NCCN1CCOCC1 | 12 | 104 | 1 | 3 | 3 | 1 | 111 | 101
O=c1c2c(-c3cccs3)csc2ncn1-c1ccc(Br)cc1 | -6 | 105 | 65* | 3 | -3 | 14 | 105 | 104
Cc1cccc(NC(=O)c2ccc([N+](=O)[O-])s2)c1C | -2 | 119 | 1 | 1 | 7 | -6 | 94 | 102
O=C(COc1ccc(Cl)cc1Cl)NC1CCSC1=O (stereo not given) | 1 | 96 | 8 | -10 | 2 | -2 | 96 | 98
Clc1ccccc1CSC1=NCCN1 | 7 | 104 | 3 | 0 | 1 | 1 | 105 | 101
NC(=O)C1CCN(S(=O)(=O)c2cc3c4c(c2)CCN4C(=O)CC3)CC1 | 7 | 100 | -2 | 1 | -2 | 10 | 100 | 105
CN(C)N(C(=O)c1cc(-c2cccs2)nn1-c1ccccc1)C1CCS(=O)(=O)C1 (stereo not given) | 16 | 92 | 1 | nt | 1 | 1 | 89 | 96
CC(C)c1cc(C(=O)N2CCCC(N3CCN(c4ccc(F)cc4)CC3)C2)no1 (stereo not given) | 4 | 91 | -1 | 7 | 7 | 4 | 103 | 100
O=C(NC1CC(=O)N(c2ccccc2)C1)C1CC1 (stereo not given) | 1 | 95 | -2 | -7 | 8 | 6 | 93 | 88
CC(=O)N1c2ccc(S(=O)(=O)N3CCC(C(=O)NC4CCC(C)CC4)CC3)cc2CC1C (stereo not given) | 1 | 102 | 2 | -17 | 3 | 4 | 103 | 103
CC(C)SC1=NC(C)(C)C=C(/C=C/c2ccc(Cl)cc2Cl)N1 | -6 | 103 | 7 | -2 | -2 | 0 | 106 | nt
C=CCOc1ccc(/C=C2\SC(=S)N(NS(=O)(=O)c3ccc(C)cc3)C2=O)cc1 | 7 | 92 | 0 | 4 | 2 | -2 | 101 | 103
CCOC(=O)c1c(C)nc2c(c1-c1ccc(OC)c(OC)c1)C(=O)c1ccccc1-2 | -5 | 91 | 8 | -7 | -2 | 5 | 97 | 95
Cc1cc(C)cc(NC(=O)N2C3CCCC2CC(NC(=O)C2CC2)C3)c1 (stereo not given) | -14 | 86 | 6 | -3 | -4 | 3 | 100 | 98
c1ccc(Nc2nnc(SCc3cccc4ccccc34)s2)cc1 | 0 | 106 | -4 | 1 | 7 | -4 | 102 | 96
Cc1ccccc1OCCCC(=O)Nc1ccc(S(=O)(=O)Nc2onc(C)c2C)cc1 | 18 | 90 | 2 | -11 | 4 | 3 | 101 | 100
(next part)
SMILES | ZTA counter | LAP4 TOR yeast | AHR act | EBNA-1 inhibitor | procasp3 activ | procasp7 counter | MEP2-GFP yeast | RPL19A-GFP yeast
Cc1ccc2ncnc(NCCCCCC(=O)O)c2c1 | 5 | 101 | 2 | -1 | 5 | 3 | 98 | 97
CCN1CCN(CC(=O)Nc2sc3c(c2C#N)CCC3)CC1 | -7 | 92 | 0 | -17 | 4 | -6 | 100 | 99
Cc1cc(C)n(CC(=O)NC2CCCCC2)n1 | 11 | 97 | -4 | 6 | 7 | 6 | 99 | 99
O=C1NC(=O)C2C3c4ccccc4C(c4ccccc43)C12 (stereo not given) | -1 | 99 | -1 | -6 | 10 | -1 | 98 | 97
CCCCn1c(N)c(N(CCOC)C(=O)c2ccc(S(=O)(=O)N3CCC(C)CC3)cc2)c(=O)[nH]c1=O | -4 | 105 | 2 | 3 | -3 | 8 | 111 | 105
C=CCc1ccc(OCC(O)CN2CCc3ccccc3C2)c(OC)c1 (stereo not given) | -6 | 95 | 5 | -5 | -2 | -1 | 113 | 106
CCOc1ccc(/C(O)=C2/C(=O)C(=O)N(CCCN3CCOCC3)C2c2ccc(F)cc2)cc1C (stereo not given) | 3 | 104 | 4 | -1 | -3 | -1 | 90 | 100
Cc1ccc(C(=O)NNC(=O)CSc2nnc(-c3ccccc3)n2Cc2ccccc2)cc1 | -2 | 92 | 2 | 0 | -3 | 0 | 101 | 105
C=CCOC(=O)c1ccc(-n2cncn2)nc1 | 17 | 100 | -2 | 3 | -8 | 4 | 104 | 97
COc1ccc(-c2nnc3sc(CN4C(=O)c5ccccc5C4=O)nn23)cc1 | 14 | 94 | 3 | 0 | -19 | 8 | 109 | 100

Quoted at random: 5 records from the list, in no set order.
SMILES | ZTA counter | LAP4 TOR yeast | AHR act | EBNA-1 inhibitor | procasp3 activ | procasp7 counter | MEP2-GFP yeast | RPL19A-GFP yeast
NC(=O)C1CCN(S(=O)(=O)c2cc3c4c(c2)CCN4C(=O)CC3)CC1 | 7 | 100 | -2 | 1 | -2 | 10 | 100 | 105
COc1ccc(CN2C(=O)CN=C2Nc2cc(C)ccc2C)cc1 | -11 | 96 | 7 | -8 | 8 | -8 | 100 | 97
Cc1cc(NC(=O)CSc2nnc(Cc3cccn3C)n2CCc2ccccc2)no1 | -12 | ? | 0 | -11 | 0 | 0 | ? | ?
C=CCNC(=O)N[C@@H](CCSC)C(=O)OC | -3 | 102 | 2 | 15 | 2 | 6 | 108 | 99
CCN1CCCC1CNC(=O)c1cc2c(-c3cccc(OC)c3)nn(C)c2s1 (stereo not given) | 0 | 102 | 26 | 4 | 4 | -2 | 100 | 104

(more compounds)
SMILES | ZTA counter | LAP4 TOR yeast | AHR act | EBNA-1 inhibitor | procasp3 activ | procasp7 counter | MEP2-GFP yeast | RPL19A-GFP yeast
COc1cc2[nH]c(-c3ccc(C)cc3)cc(=O)c2cc1OC | -3 | 134 | 134* | -5 | 5 | -12 | 92 | 91
O=c1[nH]c2c(c(=O)n1Cc1ccccc1)CCC2 | 5 | 105 | 6 | 3 | 6 | 1 | 100 | 104
CCOc1ccc(-c2noc(CCC(=O)NC3CCCCC3)n2)cc1OC | 7 | 83 | 2 | 6 | 0 | -4 | 76 | 85
CCC(=O)Nc1ccc(C(=O)CSc2nnc(-c3ccc(O)cc3)n2CC2CCCO2)cc1 (stereo not given) | -8 | 104 | 0 | 4 | 6 | 5 | 105 | 99
O=C(c1ccc(Cl)c(Cl)c1)N(Cc1ccco1)c1ccc(O)cc1 | 5 | 98 | 3 | -15 | -4 | -11 | 105 | 95
CCc1ccc(C(=O)c2oc3nc(C)cc(C)c3c2N)cc1 | 16 | 118 | 36 | -11 | -4 | -9 | 99 | 87
